Pf growth 48h: Primary qHTS for delayed death inhibitors of the malarial parasite plastid, 48 hour incubation; P. falciparum luciferase growth in erythrocytes, 48 h; Potency, µM (titrated, usually from 28.7 µM), without a hit: at the highest dose activity change, negative = inhibition, hits mostly inhibitors; 310,000 compounds, 5.9% hits; AID 504832, 2011; further: potency means the concentration at half of the fitted maximal effect; on the % scale 0 is the no-effect control and ±100 the full control effect
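Here the parasites carry a stable luciferase gene and grow inside erythrocytes in Albumax-based RPMI medium with compound for one erythrocytic cycle. Activity is scored as loss of luminescent signal.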
Pf growth 96h: Primary qHTS for delayed death inhibitors of the malarial parasite plastid, 96 hour incubation; P. falciparum luciferase reporter growth, 96 h; Potency, µM (titrated, usually from 28.7 µM), for inactives: top-dose activity change, negative = inhibition, usual class: inhibitors; 320,000 compounds, 6.9% hits; further: potency means the concentration at half of the fitted maximal effect; on the % scale 0 is the no-effect control and ±100 the full control effect
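Two parasite generations (96 h, 37 C, 5% CO2) of compound exposure in infected erythrocytes (0.05% parasitemia, 2% hematocrit). Luciferase-reporter P. falciparum; decreased luminescence indicates inhibited growth, aimed at apicoplast-acting delayed death.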
CHX counter: Cycloheximide Counterscreen for Small Molecule Inhibitors of Shiga Toxin; max response, %; cell reporter, cycloheximide protein synthesis inhibition counterscreen; 300,000 compounds, 12% hits; in the data active means max response mostly above about 13%, no sharp cut-off; inactive means mostly below about 14%; further: read at 38.3 µM for the half of the compounds with a filed dose; 0% is about no effect
HCV inhibitor: qHTS Assay for Inhibitors of Hepatitis C Virus (HCV); 340,000 compounds, 3.4% hits; AID 651820, 2012; Huh7.5.1 HCVcc-Cre infection, luciferase reporter, 44 h; Potency, µM (titrated, usually from 41.8 µM), for the others: at the highest dose activity change, negative = inhibition, actives largely listed as inhibitors; further: potency means the concentration at half of the fitted maximal effect; on the % scale 0 is the no-effect control and ±100 the full control effect
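Reporter virus HCVcc-Cre (~0.5 moi) infects cells exposed to compound; seeding density 1,000 cells/well with 4 h settling beforehand. Luminescence, 15 sec read, taken 44 h post-infection following a 15 min RT substrate incubation.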
Giardia FBPA inh: qHTS Assay for Inhibitors of Fructose-1,6-bisphosphate Aldolase from Giardia Lamblia | A8B2U2 | purified Giardia FBPA | Potency, µM (doses to about 59.6 µM), for the others: at the top dose activity, negative = inhibition, most hits filed as inhibitors | 290,000 compounds, 0.71% hits | AID 2451, 2010; further: potency means the concentration at half of the fitted maximal effect; on the % scale 0 is the no-effect control and ±100 the full control effect; nearly all actives have a fitted effect of over 55% in size
Target sequence (A8B2U2 whole entry, looked up): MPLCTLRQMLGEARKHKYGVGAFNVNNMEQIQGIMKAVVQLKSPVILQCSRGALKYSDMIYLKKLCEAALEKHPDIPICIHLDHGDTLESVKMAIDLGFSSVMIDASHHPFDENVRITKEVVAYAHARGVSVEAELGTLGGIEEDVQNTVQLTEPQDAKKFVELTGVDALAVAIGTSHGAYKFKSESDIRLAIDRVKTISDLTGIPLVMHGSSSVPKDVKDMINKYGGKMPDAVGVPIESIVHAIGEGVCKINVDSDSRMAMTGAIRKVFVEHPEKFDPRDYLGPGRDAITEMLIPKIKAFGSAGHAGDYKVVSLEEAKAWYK
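Giardia FBPA (40 nM reagent) was preincubated 10 min at RT with compound (up to 57.5 uM final), then substrate plus GAPDH/TPI/NAD/arsenate coupling system with diaphorase/resazurin was added; resorufin fluorescence (525/598 nm) was read after 20 min.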
Shiga inhibitor: A qHTS for Small Molecule Inhibitors of Shiga Toxin | 290,000 compounds, 9.2% hits | Vero cells, Shiga toxin protein synthesis inhibition reporter | inhibition, % at 38.7 µM; in the data active means inhibition mostly above about 28%, no sharp cut-off; inactive means mostly below about 43%; further: 0% is about no effect
* = called active by the depositor; ? = inconclusive; / = no result given; + = active, no number; [ ] = another dose, or the depositor's remark. Unless noted, the call rests on the fitted dose curve; in most records, active means well fitted curve in the direction sought with a large enough effect; inconclusive means small, poorly fitted or top-dose-only effect, or another doubt; inactive means no such curve, though single readings can be large; an effect the other way counts as inactive or inconclusive.

SMILES | Pf growth 48h | Pf growth 96h | CHX counter | HCV inhibitor | Giardia FBPA inh | Shiga inhibitor
Cc1ccc(CNC(=O)C2CCC(=O)N(CCc3ccccc3)C2)s1 (stereo unspecified) | ? | ? | 54* | 21% | 10% | 34
CC1CCc2sc(NC(=S)NC(=O)c3ccccc3)c(C#N)c2C1 (stereo unspecified) | 39%[activator] | 63%[activator] | 26* | ? | -8% | +
COc1cc(C(=O)OC2CCCCC2=O)cc(OC)c1C (stereo unspecified) | / | ? | -1 | -12% | ? | 24
COc1ccccc1NS(=O)(=O)c1ccc2nc(CCl)[nH]c2c1 | 9% | 5% | 16 | -17% | ? | -3
COc1ccccc1NC(=O)c1ccc(-n2cncn2)nc1 | 196%[activator] | ? | -1 | 11% | 0% | -3
Cc1ccc(CNC(=O)CCCc2nc3ccccc3s2)cc1 | -3% | 6% | -1 | -10% | 0% | 5
Cc1noc(/C=C/N(C)C)c1S(=O)(=O)N1CCCC(C(=O)Nc2ccc3c(c2)OCO3)C1 (stereo unspecified) | / | ? | -2 | -6% | 0% | 12
CC1(C)CC(CCC(=O)Nc2ccccc2Cl)C(=O)O1 (stereo unspecified) | 14% | -3% | 5 | 15% | -7% | 38
O=C(O)CSc1c(O)c2ccccc2[nH]c1=O | -2% | 4% | -2 | 12% | 18µM* | -4
O=C1CCN(Cc2ccc(Br)cc2)CCN1[C@H](CO)c1ccccc1 | -17% | -14% | -5 | ? | 16% | -2
Cn1c(=O)c2c(ncn2CC(=O)N2CCN(c3ccc(F)cc3)CC2)n(C)c1=O | 11% | / | 1 | 11% | -6% | 5
CCc1ccc(NC(=O)c2cccc(C(=O)Nc3ccc(CC)cc3)n2)cc1 | ? | ? | 13 | -15% | 10% | 42
Nc1c(Cl)nc(-c2ccccc2)nc1Cl | 16% | 14% | 14* | ? | 2% | 21
CC(=O)c1c(C)[nH]c(C(=O)Nc2cc(C)ccc2C)c1C | / | 2% | -3 | -2% | -6% | -14
CCNc1nc(NC(C)C)nc(N(C#N)C(C)C(=O)N(CC)CC)n1 (stereo unspecified) | -15% | -25% | 1 | 2% | -3% | -1
C=CCn1c(CNC(=O)c2ccco2)nnc1SCC(=O)N1c2ccccc2Sc2ccccc21 | / | ? | 1 | ? | -2% | -11
CC1CCCN(c2ccc(C(=O)OCn3nnc4ccccc4c3=O)cc2[N+](=O)[O-])C1 (stereo unspecified) | 0% | 4% | 4 | ? | -2% | 12
CCOc1ccc(C2=CSC3=NCCN23)cc1[N+](=O)[O-] | 4%[0.00184 µM] | -14% | 1 | -27% | -5% | 27
CCOC(=O)c1cc(S(=O)(=O)Nc2ccc(F)cc2F)cn1C | 16% | 29% | -4 | -15% | / | -1
O=C(O)CCc1nnc(SCC(=O)Nc2ccc(Br)cc2)[nH]c1=O | 4% | 89%[activator] | 2 | 13% | 28% | 3
COc1ccc(C2NC3=C(CCCC3)C(C#N)(C#N)C2(C#N)C#N)cc1 (stereo unspecified) | ? | ? | 10 | / | ? | 14
COc1ccc(Nc2nnc(SCC(=O)/C=C3/N(C)c4ccccc4C3(C)C)s2)cc1 | 9.3µM* | 7.4µM* | -3 | ? | -5% | 8
Cn1c(CNC(=O)c2ccccc2F)nnc1SCc1nc2ccccc2c(=O)[nH]1 | 32%[activator] | 4% | 4 | / | -1% | 16
O=C(NCCc1ccc(F)cc1)N1CCOCC1 | 38%[activator] | / | 18* | 0% | 5% | 23
COc1cccc2cc(-c3nc(-c4cccs4)cs3)c(=O)oc12 | 34%[activator] | ? | 37* | 2% | 4% | 127*
(more compounds)
SMILES | Pf growth 48h | Pf growth 96h | CHX counter | HCV inhibitor | Giardia FBPA inh | Shiga inhibitor
Cc1cc(N2CCN(C)CC2)nc2ccc(NC(=S)NCc3cccs3)cc12 | ? | -3% | 7 | 10µM* | 0% | -2
Cc1cc(C)nc(SCC(=O)c2cc3ccccc3oc2=O)n1 | 19% | -19% | 8 | -17% | -17% | -2
COc1ccc2nc(N(CCN(C)C)C(=O)c3ccc4ccccc4c3)sc2c1 | 20% | -12% | -3 | 12% | / | 14
CCC(=O)Nc1ccc2c(c1)nc1n2CCN(CCOC)C1 | 10% | -8% | -3 | 14% | -17% | -25
c1ccc(-c2n[nH]c(-c3ccccn3)n2)cc1 | 191%[activator] | / | 24* | -2% | -18% | 63
COCCNC(=O)c1sc2nc(-c3ccccc3)cn2c1C | 56%[activator] | 52%[activator] | 29* | 5% | 0% | 70*
COc1ccc(-n2c(C)nc(=O)c(-c3ccccc3)c2C)cc1 | -19% | 9.3µM* | -3 | 7% | -1% | -3
COc1ccc(CCN(C)C(=S)Nc2ccc(SC(F)F)cc2)cc1OC | 0% | -17% | -5 | ? | / | -2
COCCN(CC(=O)NCC1CCCO1)C(=O)CCC(=O)Nc1cc(C)ccn1 (stereo unspecified) | 7% | 0% | -4 | 10% | 1% | -3
N#CC1=C(N)S[C@H](C(=O)C23CC4CC(CC(C4)C2)C3)[C@H]1c1ccncc1 | 10µM* | 4.7µM* | -2 | 3% | ? | -5
CC(=O)N1CCN(c2ccccc2NC(=O)Cc2ccc(Cl)cc2)CC1 | ? | ? | -4 | 6% | 0% | 7
COc1cc(OC)cc(C(=O)N2CCN(C(=O)Cc3ccccc3)CC2)c1 | -1% | -12% | -2 | 7% | -1% | -10
Cc1cccc(NC(=S)N/N=C(\c2ccccc2)C(C)C)c1 | ? | 38%[activator] | 26* | ? | 7% | 55*
COC(=O)CSCc1nc2ccccc2[nH]c1=O | 21% | 3% | 9 | 1% | -10% | -1
Cn1ncnc1SCc1cn2cccnc2n1 | 11% | 11% | -2 | 9% | -4% | -31
CS(=O)(=O)NCc1ccccc1Br | 44%[activator] | 42%[activator] | / | 5% | / | /
COc1ccc2c(c1)c(C(=O)O)c(C)n2-c1ccc(Cl)cc1 | 2% | 35%[activator] | 3 | 2% | 7% | 6
CCOC(=O)C1=C(C)N(c2ccc(C)c(C)c2)C(=O)/C1=C\c1ccco1 | 1% | ? | -3 | ? | 11% | 17
CC1CCc2c(sc3nc(CSc4n[nH]c(N)n4)[nH]c(=O)c23)C1 (stereo unspecified) | -2% | 3% | 13 | 5% | 8% | 37*
O=C(Nc1nc(-c2ccccc2)cs1)c1ccccc1NS(=O)(=O)c1ccc(F)cc1 | 13µM* | 3.7µM* | 1 | ? | 5% | 27
C=CCN1C(=O)CS/C1=N\N=C\c1cccc([N+](=O)[O-])c1 | 35%[activator] | ? | 10 | -1% | 4% | 32
CCCn1c(SCC(=O)NC23CC4CC(CC(C4)C2)C3)n[nH]c1=O | -25% | ? | 2 | -28% | -1% | -5
CCCCNc1c(-c2ccc(SC(C)CC)cc2)nc2ccccn12 (stereo unspecified) | -71% | -86% | / | 22µM* | / | /
Cc1cccc(/C=C2/C(=O)/C(=C/c3ccccc3C)C3CCC2N3C)c1 (stereo unspecified) | ? | ? | -1 | -8% | 1% | 17
CCOC(=O)c1sc2nccc(N(C)C)c2c1N=CNOCc1ccccc1 | / | ? | 16* | 7.9µM* | -8% | 21
Later entries
SMILES | Pf growth 48h | Pf growth 96h | CHX counter | HCV inhibitor | Giardia FBPA inh | Shiga inhibitor
O=C(CSc1nccc(-c2ccc(Br)cc2)n1)NCCc1ccccc1 | ? | -6% | -1 | 5% | -2% | 2
COc1ccccc1C(=O)NC(=S)Nc1ccc(NC(=O)c2cccs2)cc1 | ? | 8% | -5 | ? | 5% | 35
O=[N+]([O-])c1ccccc1/C=C/CN1CCCCC1 | 7% | 4% | -1 | / | -2% | -19
CC1CN(C(=O)c2cccc(COc3ccccc3Cl)c2)CC(C)O1 (stereo unspecified) | 134%[activator] | ? | 40* | 11% | -2% | 135*
Cn1c(C(=O)N2CCC(C(N)=O)CC2)cc2c(=O)n(C)c3ccccc3c21 | / | ? | -7 | 0% | -11% | -7
O=C(NN1CCOCC1)c1cccc2ccccc12 | 10% | 0% | -1 | 24% | 2% | 1
CCOc1ccc(/C=N/Nc2ccccc2)cc1 | 3%[0.00184 µM] | 46%[activator] | 27* | -24% | 11% | 47*
Cc1cc(Cl)ccc1NC(=O)CCN1C(=O)NC(C)(C)C1=O | ? | -23% | / | 3% | / | /
Cc1ccc(N/C=C(/C#N)c2ccsc2)cc1 | 122%[activator] | 130%[activator] | 41* | ? | -15% | 132*
Cc1ccc2nc(N3CCN(CCO)CC3)nc(-c3ccccc3)c2c1 | ? | ? | 3 | ? | -4% | -2
Cc1ccc(CCNC(=O)CS(=O)Cc2nc(-c3cccc(C)c3)oc2C)cc1 (stereo unspecified) | / | ? | -3 | ? | 10% | -19
CCCN(Cc1cc2ccccc2[nH]c1=O)C(=O)c1cccc([N+](=O)[O-])c1 | -25% | 2% | -3 | -20% | 2% | -2
Cc1ccc(-n2[nH]c(C)c(/C=N/Nc3ccc([N+](=O)[O-])cc3[N+](=O)[O-])c2=O)cc1C | 4% | ? | -1 | -13% | 13% | -17
O=C(CN1CCCCC1)c1ccccc1F | -9% | -5% | 1 | 9% | 0% | 13
CCCC/C(C)=N/NC(=O)Nc1ccccc1 | 5% | 23% | 18* | 15% | -4% | 41*
Cn1cnnc1SCC(=O)Nc1sc2c(c1C#N)CCCCC2 | 15% | -11% | 1 | ? | ? | 17
Cc1ccc(CSCC(Nc2ccc(C(=O)O)cc2[N+](=O)[O-])C(=O)O)cc1 (stereo unspecified) | 12% | / | -1 | -5% | 11% | -9
Cc1nc(CS(=O)c2ccccc2)cc(N2CCOCC2)n1 (stereo unspecified) | ? | 8.3µM* | -4 | 2% | 8% | -15
CCc1ccccc1NC(=S)N(Cc1ccc(OC)cc1)CC1CCC(C(=O)O)CC1 (stereo unspecified) | -23% | 0% | -2 | 20% | 1% | -7
COc1ccc(NC(=O)/C=C/c2ccc(C)o2)cc1S(=O)(=O)N1CCOCC1 | -1% | -3% | 2 | -8% | -14% | -16
CCOc1cc(/C=N/NC(=O)CSc2nncn2C)ccc1OCc1ccccc1 | -18% | ? | -3 | -7% | 3% | 16
CCNc1nc(NCC)n2c(SCC(=O)Nc3ccc(Br)cc3F)nnc2n1 | 12µM* | ? | / | ? | / | /
OC(CNC1CCCCC1)C(F)(F)F (stereo unspecified) | 34% | 49%[activator] | -5 | -15% | 6% | -1
Clc1ccc(-c2nc(-c3ccccn3)no2)cc1Cl | -5% | 492%[activator] | 66* | 1% | 5% | 77*
COc1ccc(C(=O)C2CCCN(Cc3ccon3)C2)c(OC)c1 (stereo unspecified) | 14% | ? | -3 | -6% | -3% | -8
O=C(CCN1CCOCC1)N/N=C/c1cc(Br)cc(Br)c1O | -24% | ? | 1 | 19% | 9% | -12

Among those listed so far, these have a furan ring, fused or not:
SMILES | Pf growth 48h | Pf growth 96h | CHX counter | HCV inhibitor | Giardia FBPA inh | Shiga inhibitor
C=CCn1c(CNC(=O)c2ccco2)nnc1SCC(=O)N1c2ccccc2Sc2ccccc21 | / | ? | 1 | ? | -2% | -11
CCOC(=O)C1=C(C)N(c2ccc(C)c(C)c2)C(=O)/C1=C\c1ccco1 | 1% | ? | -3 | ? | 11% | 17
COc1ccc(NC(=O)/C=C/c2ccc(C)o2)cc1S(=O)(=O)N1CCOCC1 | -1% | -3% | 2 | -8% | -14% | -16

Single records, as listed above. Screens in order: Pf growth 48h, Pf growth 96h, CHX counter, HCV inhibitor, Giardia FBPA inh, Shiga inhibitor
CCc1ccccc1NC(=S)N(Cc1ccc(OC)cc1)CC1CCC(C(=O)O)CC1 (stereo unspecified) as listed: -23%, 0%, -2, 20%, 1%, -7
CCCC/C(C)=N/NC(=O)Nc1ccccc1 as listed: 5%, 23%, 18*, 15%, -4%, 41*

Screening data: PubChem BioAssay, National Center for Advancing Translational Sciences (NCATS)
